ERG Ets-DNA blk: ERG Ets/DNA interaction inhibition. Potency, µM (doses to about 76.9 µM), for inactives: at the top dose FP activity, negative = inhibition, most hits filed as inhibitors. P11308. actives 0.028% (n = 370,000). fluorescence polarization, His-ERG Ets domain / labelled DNA; active means well fitted inhibition curve with a large enough effect in the polarisation, with a control signal flat; inconclusive means small, poorly fitted or top-dose-only effect, or effect the other way, or a change in a side signal; inactive means no such curve, though single readings can be large or run the other way; the % refers to the polarisation;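 further: polarization taken with two DNA probes labelled with fluorescein and Texas red; potency means the concentration at half of the fitted maximal effect; % of control where 0% means no effect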
Target sequence (P11308 whole entry, looked up, the tested form may be a part): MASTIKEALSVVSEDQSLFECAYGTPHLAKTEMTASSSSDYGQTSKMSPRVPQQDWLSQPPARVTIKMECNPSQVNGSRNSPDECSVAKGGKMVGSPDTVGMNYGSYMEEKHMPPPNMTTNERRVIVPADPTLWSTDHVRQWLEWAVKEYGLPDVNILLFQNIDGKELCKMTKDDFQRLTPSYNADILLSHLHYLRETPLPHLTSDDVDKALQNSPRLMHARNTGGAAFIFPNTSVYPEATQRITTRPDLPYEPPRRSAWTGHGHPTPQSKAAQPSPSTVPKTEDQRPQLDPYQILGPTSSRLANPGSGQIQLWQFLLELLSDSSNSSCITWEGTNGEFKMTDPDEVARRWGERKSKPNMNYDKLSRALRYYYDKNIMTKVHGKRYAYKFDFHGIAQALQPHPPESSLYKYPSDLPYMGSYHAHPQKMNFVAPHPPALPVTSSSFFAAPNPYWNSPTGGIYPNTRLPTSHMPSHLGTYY
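His-tagged ERG Ets domain (1 uM in the protein solution; 300mM KCl, 50mM Tris-HCl, 1mM EDTA, 1mM DTT, pH 7.5) received compound, then a probe mix of 5 nM fluorescein-DNA and 100nM Texas-615-DNA. Fluorescence polarization was read for both dyes.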
PI4K2A block: blocks human PI4K2A kinase activity; Q9BTU6; purified PI4K2A, ADP-Glo luminescence, 1 h; active compounds read low; activity change, negative = inhibition, % at 76.9 µM; actives 0.13% (n = 420,000); AID 1346378; in the data active means activity change below about -50%; inconclusive means mostly about -30% to -49%;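 further: -100% = wells without enzyme as full effect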
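Compounds are screened against recombinant PI4K2A using PI as substrate and ATP, the latter dispensed at 300 microM. Reactions run one hour at ambient temperature before ADP-Glo detection; full inhibition defined by wells lacking enzyme.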
JMJD2A Tudor inh: JMJD2A Tudor domain (human) inhibition | AlphaScreen JMJD2A-Tudor / H3K4me3 peptide binding | O75164 | AID 504339 | Potency, µM (top dose mostly 114 µM), for the others: at the top dose activity change, negative = inhibition, most hits filed as inhibitors | actives 4.4% (n = 390,000); further: potency means the concentration at half of the fitted maximal effect; on the % scale 0 is the no-effect control and ±100 the full control effect; nearly all actives have a fitted effect of over 50% in size
GLS inhibitor: glutaminase GLS (human) inhibition; Potency, µM (doses to about 45.5 µM), inactives show top-dose activity change, negative = inhibition, most hits filed as inhibitors; O94925; AID 624170; actives 0.21% (n = 410,000); GLS enzymatic activity, qHTS titration; further: potency means the concentration at half of the fitted maximal effect; on the % scale 0 is the no-effect control and ±100 the full control effect
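Glutamate formation by hKGA was monitored fluorometrically using coupled glutamate oxidase, HRP and Amplex Red. Substrate was added as 1 mM L-glutamine solution; incubation was 30 min at RT after an initial read.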
BAZ2B inh: BAZ2B (human) inhibition | Q9UIF8 | AlphaScreen BAZ2B-H3K14Ac peptide displacement | Potency, µM (doses to about 114 µM), for inactives: at the top dose activity change, negative = inhibition, hits mostly inhibitors | actives 4.4% (n = 360,000) | AID 504333; further: potency means the concentration at half of the fitted maximal effect; on the % scale 0 is the no-effect control and ±100 the full control effect; nearly all actives have a fitted effect of over 60% in size
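BAZ2B (50 nM) with biotin-H3(5-23)K14Ac peptide (50 nM) in PBS pH 7.4, 0.01% Tween-20, preformed 30 min, then compound 30 min at room temperature; top concentration 110uM. AlphaScreen streptavidin donor/nickel chelate acceptor beads (10 ug/mL final), 20 min dark, signal read.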
G9a block: G9a (human) methyltransferase inhibition. Potency, µM (titrated, usually from 102 µM), inactives show at the highest dose activity, negative = inhibition, actives largely listed as inhibitors. actives 8.8% (n = 350,000). G9a H3K9 monomethylation, AlphaScreen, 2 h; further: potency means the concentration at half of the fitted maximal effect; on the % scale 0 is the no-effect control and ±100 the full control effect; nearly all actives have a fitted effect of over 75% in size
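G9a (20 nM) preincubated 15 min RT with compounds, then 500 nM biotinylated H3K9 peptide and 20 uM SAM added; 2 h RT reaction. Monomethyl-H3K9 product detected by AlphaScreen with anti-H3K9me1 antibody, streptavidin donor and anti-rabbit IgG acceptor beads.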
ALOX12 inh: ALOX12 (human) lipoxygenase inhibition; P18054; purified 12hLO, xylenol orange hydroperoxide absorbance; Potency, µM (doses to about 108 µM), for the others: at the top dose activity change, negative = inhibition, most hits filed as inhibitors; actives 1.1% (n = 580,000); AID 1671190; further: potency means the concentration at half of the fitted maximal effect; on the % scale 0 is the no-effect control and ±100 the full control effect
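Purified human 12hLO at 150 nM in 25 mM Hepes, 0.01% Triton X-100, pH 7.0, preincubated 15 min at room temperature with compound. Reaction started with 40 uM arachidonic acid, 30 min at room temperature. Hydroperoxide measured by Fe-xylenol orange, 573/405 nm absorbance ratio.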
RGS4 inh: inhibitors of human regulator of G protein signaling 4; P49798; Transcreener GDP fluorescence polarization, RGS4-accelerated GTP hydrolysis; Potency, µM (titrated, usually from 114 µM), for inactives: at the top dose activity change, negative = inhibition, usual class: inhibitors; actives 0.039% (n = 390,000); AID 504845; further: potency means the concentration at half of the fitted maximal effect; on the % scale 0 is the no-effect control and ±100 the full control effect; nearly all actives have a fitted effect of over 75% in size; some results filed as inactive show a strong effect at the top dose
Target sequence (P49798 whole entry, looked up): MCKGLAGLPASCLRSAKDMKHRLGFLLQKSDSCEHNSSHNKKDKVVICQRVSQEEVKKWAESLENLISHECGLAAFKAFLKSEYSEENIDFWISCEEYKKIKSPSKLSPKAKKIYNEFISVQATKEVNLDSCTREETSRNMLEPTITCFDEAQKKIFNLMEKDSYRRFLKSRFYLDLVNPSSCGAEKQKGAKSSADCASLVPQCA
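MLSMR compounds (23 nl, pin-transferred) preincubated 10 min at room temperature with a 500nM (2x) first reagent, then RGS4 at 900nM (2x) plus Transcreener GDP mix added; fluorescence polarization (620/688 nm) read before and after 90 min at 30 °C.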
HP1b binding inh: blocks HP1-beta chromodomain binding to methylated histone tails. actives 0.56% (n = 390,000). AID 540317. AlphaScreen HP1-beta / biotin-H3K9me3 peptide binding. Potency, µM (titrated, usually from 114 µM), for the others: at the top dose activity change, negative = inhibition, hits mostly inhibitors. P83916; further: potency means the concentration at half of the fitted maximal effect; nearly all actives have a fitted effect of over 70% in size; inactives centre near 23
Target sequence (P83916 whole entry, looked up): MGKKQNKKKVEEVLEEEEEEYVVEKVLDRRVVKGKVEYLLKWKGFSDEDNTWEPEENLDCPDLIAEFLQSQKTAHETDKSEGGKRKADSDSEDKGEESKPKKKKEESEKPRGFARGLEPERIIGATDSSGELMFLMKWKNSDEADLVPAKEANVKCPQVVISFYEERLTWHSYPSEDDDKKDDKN
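Compound inhibition of the preformed complex between 50 nM HP1-beta and 50 nM biotinylated H3K9me3 peptide was read by AlphaScreen. Buffer was PBS pH 7.4 with 0.01% Tween-20. Incubations ran 30 min at room temperature, with 10 ug/mL donor/acceptor beads.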
Starred values were filed as active, the others as inactive; ? = inconclusive; nt = no result given; & = joins results of further samples; [ ] = dose if it differs, or a comment. Unless noted, the call rests on the fitted dose curve; in most records, active means well fitted curve in the direction sought with a large enough effect; inconclusive means small, poorly fitted or top-dose-only effect, or another doubt; inactive means no such curve, though single readings can be large; an effect the other way counts as inactive or inconclusive.

SMILES	ERG Ets-DNA blk	PI4K2A block	JMJD2A Tudor inh	GLS inhibitor	BAZ2B inh	G9a block	ALOX12 inh	RGS4 inh	HP1b binding inh
O=C(NC(=S)Nc1cccc(-c2ccc(CO)o2)c1)c1cccs1	12%	-1	-28%	13%	-38%	-41%	?	-22%	13%
O=C(NN=C1CCCC1)C1COc2ccccc2O1 (stereo unspecified)	0%	-7	1%	12%	-15%	?	9%	6%	28%
O=C(Nc1ccc(Nc2ccccc2)cc1)c1ccc(F)cc1	8%	5	?	-4%	-38%	-34%	0%	12%	-2%
COCC(O)CSc1nc(C)[nH]c1[N+](=O)[O-] (stereo unspecified)	nt	0	-19%	-7%	-8%	?	nt	-2%	32%[activator]
N#Cc1c2n(c(=S)n(-c3ccc(F)cc3)c1=O)CCCCC2	11%	-5	-13%	5%	3%	7%	3%	16%	24%
COc1ccccc1NC(=O)Nc1ccc(C(=O)N2CCCCC2)cc1	-5%	-2	-1%	-4%	-11%	nt	-6%	-9%	20%
CCCOP(=O)(c1ccc(N(C)C)cc1)C(O)c1ccccc1OC (stereo unspecified)	1%	4	-5%	24%	-2%	15%	0%	3%	17%
O=C(CC1Oc2ccccc2NC1=O)NCc1ccccc1 (stereo unspecified)	1%	0	?	2%	-2%	7%	7%	?	4%
O=c1c(Cl)c(Cl)cnn1Cc1ccccc1Cl	-6%	-7	11%	-4%	-4%	-9%[59 µM]	-20%	-28%	39%
Cn1c(=O)c(-c2ccccc2)nc2ccccc21	0%	8	5%	-1%	13%	21%[59 µM]	0%	-24%	45%
Cc1cccc(-c2cc(C(=O)O)c3c(-c4ccc(F)cc4)[nH]nc3n2)c1	-2%	-1	-25%	-10%	?	-34%[59 µM]	-18%	11%	0%
O=C(O)CCc1ccc(S(=O)(=O)Nc2ccccc2N2CCCCC2)cc1	-2%	-11	-15%	31%	nt	nt	-48%	-4%	27%
COc1ccc(-n2c3c(cc(C(=O)N4CCN(CCO)CC4)c2=O)C(=O)CC(C)(C)C3)cc1	nt	4	1%	-5%	3%	16%[12.7 µM]	3%	-2%	24%
Cc1ccc(N=Cc2nc(/C=C/c3cccc([N+](=O)[O-])c3)oc2O)cc1	-2%	2	-15%	-1%	-7%	-14%	-10%	-1%	18%
CC1CN(c2ccnc3cc(Cl)ccc23)CC(C)O1 (stereo unspecified)	4%	-1	1%	?	-21%	5%	3%	-2%	15%
Cc1ccccc1CN(C)CCS(=O)(=O)c1cc(Cl)ccc1Cl	-8%	12	48%[activator]	-9%	36%	63%[activator]	-16%	-15%	117%[activator]
O=C(Nc1ccccc1)OCCOc1cccc(Br)c1	-7%	3	91%[activator]	-5%	-5%	188%[activator]	-21%	8%	191%[activator]
CC(C)NS(=O)(=O)c1ccc(CCC(=O)NCc2ccco2)cc1	-7%	1	4%	5%	-24%	-25%[12.7 µM]	0%	14%	23%
Cc1nn(-c2ccccc2Cl)c(Cl)c1/C=N/Nc1cccc(C(=O)O)c1	-4%	-2	-31%	35%[activator]	?	8.9µM*	-29%	-31%	-10%
O=C(Cn1c(-c2ccccc2)noc1=O)Nc1ccc(S(=O)(=O)N2CCOCC2)cc1	-10%	-3	-15%	2%	7%	-7%[59 µM]	7%	9%	25%
O=C1C2C3C=CC(C3)C2C(=O)N1CN(Cc1ccccc1)CN1C(=O)C2C3C=CC(C3)C2C1=O (stereo unspecified)	1%	-1	-4%	-2%	18%	-3%[59 µM]	5%	10%	15%
O=C(CSc1nc2cc(Cl)ccc2s1)N1CCCc2ccccc21	nt	1	29%	-1%	24%	-5%[59 µM]	0%	-2%	67%
COc1ccc(/C=N\NC(=O)c2ccccc2)cc1COc1ccccc1	-12%	0	-22%	0%	-16%	-11%	6%	1%	12%
Cc1cc(-c2ccc(C)c(S(=O)(=O)Nc3cccc(C)n3)c2)on1	-1%	-5	-11%	-1%	0%	-10%[59 µM]	-27%	13%	4%
Cc1ccc(N2CC(NC(=O)c3ccc(S(=O)(=O)N(C)C)cc3)CC2=O)cc1C (stereo unspecified)	-1%	2	-1%	2%	3%	-4%[59 µM]	?	3%	30%
O=C(c1cccc(OC2CCN(C3CCCC3)CC2)c1)N1CCCCCCC1	3%	0	-2%	-17%	-8%	-37%	-7%	5%	38%
Oc1ccc2ccccc2c1SSc1c(O)ccc2ccccc12	nt	-11	nt	nt	nt	6.7µM*	1.7µM*	1.7µM*	nt
O=C(O)CCCCCN1C(=O)/C(=C\c2ccc(-c3ccc(Cl)cc3)o2)SC1=S	22%	0	32µM*	?	?	?	?	?	40µM*
COc1ccc(N(CC(=O)Nc2c(C)n(C)n(-c3ccccc3)c2=O)S(=O)(=O)c2ccc(C)cc2)cc1	6%	-1	-6%	6%	-1%	13%	-8%	10%	0%
COCCNC(=O)C(c1ccc(F)cc1)N(C(=O)CCC(=O)Nc1nccs1)c1cccc(C)c1 (stereo unspecified)	0%	3	-18%	-19%	-22%	?	-9%	4%	8%
Cc1ccc(S(=O)(=O)N2CCOCC2)cc1NC(=O)CNCc1ccccn1	-2%	-5	-12%[11.4 µM]	7%	32µM*	1%[12.7 µM]	15%	-4%[11.4 µM]	83%[activator]
O=[N+]([O-])c1cc([N+](=O)[O-])c(Oc2cccnc2Br)cc1NN1CCCCC1	-7%	7	?	15%	?	40µM*	0%	-5%	?
O=C(O)CN(c1ccccc1[N+](=O)[O-])S(=O)(=O)c1ccccc1	-5%	3	-7%[11.4 µM]	11%	-12%	8%	-15%	?	4%
Cc1ccc(-n2nc3c4c(cccc4c2=O)-c2ccccc2-3)cc1	-3%	-3	-21%	-10%	-7%	54%[activator][0.501 µM]	0%	?	13%
CCOc1ccc(NC2=NCCC(=O)N2Cc2cccs2)cc1	-2%	4	-19%	-17%	?	?	-6%	-25%	31%
CCC(=O)OCC(=O)N=c1sccn1Cc1ccccc1Cl	-6%	-3	-5%	0%	-5%	38%	8%	4%	30%
Cc1cccc(N2CCN(c3ccc(N4C(=O)CCCC4=O)cc3[N+](=O)[O-])CC2)c1C	1%	-4	-19%	7%	-8%	16%	-11%	-4%	-7%
CC(=O)Nc1ccc(NC(=O)COC(=O)c2ccc(C)s2)cc1	-2%	0	-9%	4%	-19%	?	-11%	18%	15%
CCN1C(=O)Cc2cc(S(=O)(=O)N3CCOCC3)ccc21	-11%	0	-14%	-3%	7%	?	0%[57.4 µM]	-28%	49%[activator]
COc1ccc(NC(=O)c2c(NCc3cccs3)sc3c2CCC(C)C3)c(OC)c1 (stereo unspecified)	14%	-15	?	-4%	?	?	?	-18%	-13%
COc1cccc(C2CC(c3cccs3)=NN2C(=O)CSC2=NN3CCCC(=O)N=C3S2)c1OC (stereo unspecified)	8%	-2	-22%	1%	4%	8%[59 µM]	21%	-3%	13%
CCOC(=O)c1oc2ccccc2c1COC(=O)CNC(=O)c1ccccc1	-8%	0	5%	0%	-1%	76%[activator]	6%&-16%	-1%	17%
Cc1ccccc1NC(=S)Nn1cnnc1	-2%	3	-25%	3%	?	nt	?	-41%	?
CCc1ccc(NC(=O)C2CCN(c3nn4c(=O)cc(C)nc4s3)CC2)cc1	-9%	-7	-8%	5%	-2%	9%[59 µM]	-10%	15%	28%
CCOC(=O)Cc1csc(NC(=O)c2ccc(F)cc2)n1	2%	-1	1%	-3%	-1%	3%	0%	22%	36%[activator]
C=CCc1ccc(OCC(O)COCC)c(OC)c1 (stereo unspecified)	-1%	20	-12%	16%	4%	-35%[2.33 µM]	483%[activator]	44%	11%
COc1cc(NC(=O)Nc2cccc(C(C)=O)c2)cc(OC)c1OC	9%	10	-18%	0%	0%	?	-5%	-48%	34%
Cc1ccc(NC(=O)C2(C)Cc3ccccc3C(=O)O2)c(C)c1 (stereo unspecified)	-1%	0	4%	5%	-2%	7%[59 µM]	-1%	4%	31%
CCN(CC)c1ncccc1C(=O)NCc1cccs1	nt	-8	-4%	0%	12%	-7%[59 µM]	-22%	-2%	20%
CC1=C(C(=O)Nc2ccccc2)C(c2ccncc2)C(C#N)=C(SCC(=O)NC(C)C)N1 (stereo unspecified)	-3%	4	-7%	-16%	6%	11µM*	0%	-13%	33%
COc1ccccc1NC(=O)c1sc2cccc(Cl)c2c1Cl	-2%	-11	5%	4%	2%	-2%[59 µM]	-23%	-17%	28%
COc1ccc(CSc2nnnn2Cc2ccccc2)cc1OC	-3%	5	-14%	0%	-2%	1%[12.7 µM]	0%	-19%	0%
CCc1ccc(CNC(=O)C2CCN(c3nnc(-n4c(C)ccc4C)s3)CC2)cc1	5%	4	-26%	-13%	-14%	-2%[59 µM]	-17%	-2%	10%

Compound activity (PubChem BioAssay)

Not all compounds are listed; rates above refer to the full screens.
